DNMT1 block = inhibitors of human DNMT1; P26358; DNMT1 molecular beacon, Hinp1I cleavage, fluorescence; inhibition (reported as % activation of signal), % at 10 µM; actives 0.83% (n = 360,000); AID 588458; in the data active = inhibition above about 50%
SUMO1 PPI mod = alters human SUMO1 binding to SIM partners | P63165 | SUMO1 binding to a labelled peptide, TR-FRET, 1 h | actives 0.33% (n = 360,000) | inhibition, % at 20 µM; in the data active = inhibition above about 37%
Target sequence (P63165 whole entry, looked up): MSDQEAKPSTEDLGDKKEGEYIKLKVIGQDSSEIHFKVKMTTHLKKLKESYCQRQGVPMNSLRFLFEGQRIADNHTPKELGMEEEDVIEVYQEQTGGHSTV
LMPTP inh = LMPTP (human) inhibition | recombinant LMPTP-A, OMFP fluorogenic substrate, fluorescence intensity | inhibition, % at 20 µM | actives 0.22% (n = 360,000);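 active = compounds that cut the enzyme signal by at least half of the control window in the single-dose screen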;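 also: plate controls were DMSO wells with enzyme plus substrate for no effect and substrate without enzyme for full effect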
Target sequence (P24666 whole entry, looked up): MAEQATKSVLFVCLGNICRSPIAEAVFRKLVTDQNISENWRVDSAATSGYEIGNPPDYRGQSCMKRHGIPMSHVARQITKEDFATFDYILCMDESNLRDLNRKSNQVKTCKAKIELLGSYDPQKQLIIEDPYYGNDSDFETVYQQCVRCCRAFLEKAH
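Test system: LMPTP-A, protein tyrosine phosphatase of low molecular weight; Input: 0.625 nM enzyme; Incubation: 50 min dark incubation at room temperature; Signal: endpoint fluorescence intensity from OMFP dephosphorylation; Read-out basis: % inhibition versus control wells.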
STEP inh = blocks human striatal-enriched tyrosine phosphatase; P54829; recombinant STEP, OMFP fluorogenic substrate, fluorescence; inhibition, % at 20 µM; actives 0.25% (n = 360,000); AID 588621;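 active = inhibition at 20 µM, scaled per plate between control wells, above about 37%, limit read from the data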;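 also: 0% = DMSO with enzyme and substrate and 100% = substrate only without enzyme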
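Assay system: isolated STEP enzyme / Timing: 20 min at room temperature, dark / Doses: 20 µM, 1% DMSO / Technique: fluorescence intensity, excitation 480 nm, emission 540 nm / Reagent: fluorogenic phosphatase substrate OMFP at 25 µM final / Measure: percent inhibition scaled to no-enzyme and uninhibited-enzyme controls, plate-pattern corrected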
SKN-1 block = C. elegans SKN-1 inhibition | inhibition, % at 21.8 µM | actives 0.49% (n = 360,000) | AID 624304 | C. elegans VP596 Pgst-4::GFP/RFP ratio, acrylamide-induced, 24 h;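 active = interference check ratio from 0.5 to 1.5 plus GFP to RFP signal ratio inhibition reaching or exceeding a fixed threshold, cut at about 30% in these data, passing the limit was not always enough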; also: some compounds called inactive have numbers as strong as hits
MT1-MMP act inh = blocks activation of human MT1-MMP. P50281. GFP/RFP ratio change, % at 20 µM. actives 0.061% (n = 360,000). HT1080 RFP-PRO-GFP cells, GFP/RFP ratio fluorescence, overnight; percent of plate control window, DMSO zero;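 active = GFP/RFP ratio change of at least 30% with cell ATP level not reduced by more than half and red fluorescence within 50% of control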; also: strong numbers were not always called active
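Assay system: HT1080 cells carrying an RFP-PRO-GFP reporter | Dosing: Single dose of 20 µM compound, 1% DMSO final | Incubation: Cells overnight before dosing, compound overnight, 37 °C, 5% CO2 | Evaluation: GFP/RFP fluorescence ratio | Control set: DMSO and RFP-L50D-GFP cell wells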
Rpn11 block = blocks the human proteasome subunit Rpn11 | O00487 | AID 588493 | calls only at 20 µM | human 26S proteasome, Ub4-pepOG fluorescence polarization; 20S core pre-blocked with epoxomicin | actives 0.59% (n = 360,000);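 active = inhibition at 20 µM, scaled to each plate's controls, above about 33%, limit read from the data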
Target sequence (O00487 whole entry, looked up): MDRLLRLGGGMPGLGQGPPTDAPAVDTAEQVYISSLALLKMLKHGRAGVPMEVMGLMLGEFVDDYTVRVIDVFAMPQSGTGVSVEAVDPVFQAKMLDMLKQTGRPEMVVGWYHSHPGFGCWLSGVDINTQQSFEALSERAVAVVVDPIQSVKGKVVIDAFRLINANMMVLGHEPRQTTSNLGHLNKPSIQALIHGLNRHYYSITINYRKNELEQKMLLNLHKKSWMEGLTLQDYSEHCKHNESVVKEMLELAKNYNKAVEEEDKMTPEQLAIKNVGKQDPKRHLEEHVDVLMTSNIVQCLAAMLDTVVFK
Scp1 inh = inhibitors of human Scp-1 phosphatase | inhibition, % at 20 µM | actives 0.88% (n = 340,000) | AID 493091 | Recombinant Scp1, phosphopeptide, malachite green phosphate absorbance;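 active = inhibition above about 50% at 20 µM, limit read from the data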;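 also: plate controls were DMSO wells with enzyme for no effect and wells lacking enzyme for full effect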
Target sequence (Q9GZU7 76-261 limits assumed): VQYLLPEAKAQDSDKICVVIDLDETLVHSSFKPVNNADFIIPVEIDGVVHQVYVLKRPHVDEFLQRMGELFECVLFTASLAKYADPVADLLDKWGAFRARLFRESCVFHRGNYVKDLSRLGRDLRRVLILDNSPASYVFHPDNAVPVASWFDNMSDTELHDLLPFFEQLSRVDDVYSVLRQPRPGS
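System: SCP-1 catalytic domain; Reagent: Phospho 17-mer peptide substrate; Doses: one concentration, 20 µM, with 1.0% DMSO; Incubation: 45 min room-temperature reaction, 5 min colour, 30 min stabiliser; Signal: Phosphate-binding colour reagent, absorbance read at 630 nm.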
NadD inh = inhibitors of Staphylococcus aureus NadD; purified NadD enzyme, colorimetric absorbance read-out; inhibition, % at 20 µM; actives 0.78% (n = 360,000); in the data active = inhibition above about 26%; also: some compounds past the cut are filed as inactive
CendR NRP1 mod = NRP-1/CendR interaction modulation. O14786. FAM-RPARPAR peptide binding to NRP-1, fluorescence polarization. inhibition, % at 25 µM. actives 0.85% (n = 360,000). AID 602438;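 active = inhibition or corrected inhibition above about 18%, plus a signal ratio from 0.5 to 1.5, limit read from the data, passing the limit was not always enough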; also: strong numbers were not always called active
Starred values were filed as active, the others as inactive; i = inactive; · = not tested or not shown.

SMILES	DNMT1 block	SUMO1 PPI mod	LMPTP inh	STEP inh	SKN-1 block	MT1-MMP act inh	Rpn11 block	Scp1 inh	NadD inh	CendR NRP1 mod
O=C(COC(=O)COc1ccccc1)NC1CCCc2ccccc21 (stereo not drawn)	-4	0	1.2	1	0	1	i	-4	-2	-2
O=c1cc(CN2CCN(S(=O)(=O)c3ccccc3[N+](=O)[O-])CC2)nc2sccn12	0	-5	-1.1	-1	1	-2	i	-3	-3	-9
CCOC(=O)/C(C#N)=C1\Nc2ccccc2N=C1N(CC(C)C)CC(C)C	-4	-6	4.7	2	6	·	i	-7	-2	6
CC(C)NC(=S)N1CCN(C/C=C/c2ccccc2)CC1	4	-3	-1.5	0	-2	0	i	-1	2	4
CCOC(=O)CN1C(c2ccccc2O)Nc2ccc(Br)cc2C1c1ccccc1 (stereo not drawn)	-7	-2	1.9	-1	7	-8	i	6	11	4
Cc1c(C)n(CC(O)CNc2ccccc2)c2ccccc12 (stereo not drawn)	-16	2	1.5	-4	4	-1	i	-12	-4	21
O=C(NNc1ncnc2c1cnn2-c1ccc(F)cc1)c1ccco1	1	-2	0.2	0	-3	4	i	1	-6	29*
COc1ccccc1NS(=O)(=O)c1cccc(C(=O)N2CCN(C/C=C/c3ccccc3)CC2)c1	-11	-33	-5.4	-2	-10	-3	i	-2	3	-6
O=C(CN1C(=O)c2cccnc2Oc2ccc(Cl)cc21)NC1CCCC1	5	-3	-1.8	0	0	-3	i	-3	4	8
O=C(Nc1nncs1)C1CC(=O)N(C2CCCC2)C1 (stereo not drawn)	2	4	-0.5	-3	-9	-1	i	4	-2	8
Cc1ccc(C(=O)N2CCC(C(=O)NCc3cccnc3)CC2)cc1	1	-1	-1.3	2	34	-4	i	-4	-1	-4
CCN(Cc1ccncc1)C(=O)Cc1cccs1	-1	-3	0.0	-1	3	0	i	-3	-5	8
CCCCn1c(N)c(N(CCOC)C(=O)CCCc2cccs2)c(=O)[nH]c1=O	-1	1	-1.1	0	-10	-1	i	-2	-1	-3
OCC1OC(n2cnc3c(SCc4ccccc4)nc(NO)nc32)C(O)C1O (stereo not drawn)	-2	3	-0.1	0	-3	-2	i	·	-5	6
O=C(NC1CC1)c1nc(Cn2ccc([N+](=O)[O-])n2)no1	1	-6	-2.1	-1	23	2	i	-5	-3	7
O=C(O)CC1S/C(=N\N=C2CCCCCCC2)N(c2ccccc2)C1=O (stereo not drawn)	0	0	-1.2	-4	3	-1	i	-5	6	9
COc1ccc(NS(=O)(=O)c2cccc(C(=O)Nc3cccc(C(=O)O)c3)c2)cc1	-5	4	-0.3	3	12	1	i	-5	-3	5
COc1ccc(Cl)cc1NC(=O)N1CCC(C)CC1	1	2	-0.1	2	3	-4	i	-1	-3	-3
N/C(CC(=O)Nc1cccc(C(F)(F)F)c1)=N/O	0	4	-2.2	1	-9	3	i	-8	1	-1
CCCNC(=O)CS(=O)Cc1nc(-c2ccc(OC)cc2)oc1C (stereo not drawn)	2	-2	-1.5	-2	8	-3	i	-1	1	4

Compound profiles, as listed above. Order of values: DNMT1 block	SUMO1 PPI mod	LMPTP inh	STEP inh	SKN-1 block	MT1-MMP act inh	Rpn11 block	Scp1 inh	NadD inh	CendR NRP1 mod
CCCNC(=O)CS(=O)Cc1nc(-c2ccc(OC)cc2)oc1C (stereo not drawn) in the list: 2	-2	-1.5	-2	8	-3	i	-1	1	4
COc1ccc(NS(=O)(=O)c2cccc(C(=O)Nc3cccc(C(=O)O)c3)c2)cc1 in the list: -5	4	-0.3	3	12	1	i	-5	-3	5
COc1ccc(Cl)cc1NC(=O)N1CCC(C)CC1 in the list: 1	2	-0.1	2	3	-4	i	-1	-3	-3
O=C(NNc1ncnc2c1cnn2-c1ccc(F)cc1)c1ccco1 in the list: 1	-2	0.2	0	-3	4	i	1	-6	29*
CCCCn1c(N)c(N(CCOC)C(=O)CCCc2cccs2)c(=O)[nH]c1=O in the list: -1	1	-1.1	0	-10	-1	i	-2	-1	-3

Next structures follow:
SMILES	DNMT1 block	SUMO1 PPI mod	LMPTP inh	STEP inh	SKN-1 block	MT1-MMP act inh	Rpn11 block	Scp1 inh	NadD inh	CendR NRP1 mod
CN(C)C1=C(Cl)C(=O)N(c2ccc(Cl)c(Cl)c2)C1=O	1	5	1.2	1	7	4	i	-16	3	8
Cc1ccc(-c2noc(COc3ccc4c(c3)OCO4)n2)cc1	1	-2	-0.2	-1	-8	4	i	-9	0	12
COc1cccc(-c2ccc(NC(=O)C3CCCN(Cc4cnn(C)c4)C3)cc2)c1 (stereo not drawn)	4	-2	1.1	-4	-6	4	i	-8	-5	-11
CCc1nc2ccc(C(=O)NC3CCC(C)CC3)cc2nc1CC (stereo not drawn)	0	-9	1.0	0	16	4	i	-7	7	-1
CC1=C(C)CC(C(=O)Nc2nc(-c3ccc(F)cc3)c(C)s2)C(C(=O)O)C1 (stereo not drawn)	1	3	-1.9	2	-4	2	i	-3	-1	4
COc1cc(/C=C/C(=O)OCC(=O)N2CCOCC2)ccc1OCC#N	0	-17	-1.9	1	-1	2	i	-5	-5	-18
COc1ccc(N2CCN(CC(=O)Nc3ccccc3C(=O)NCc3ccccc3)CC2)cc1	-5	3	0.3	4	-14	9	i	1	-2	0
O=C(NCCc1ccc(Cl)cc1)C1CCC(CNc2nc(=S)[nH]c3ccccc23)CC1 (stereo not drawn)	9	6	4.2	0	-9	1	i	-2	8	-5
O=C(CSc1ccc(-c2cccs2)nn1)Nc1ccccc1	-2	-9	-0.1	0	1	1	i	6	-1	-4
N#Cc1c(-c2ccco2)ccn(Cc2cccc(F)c2)c1=O	-1	-31	0.6	2	10	2	i	-5	-5	-12
CCn1c2ccccc2c2cc(NC(=O)c3ccc([N+](=O)[O-])cc3)ccc21	-5	-1	4.9	1	-1	5	i	-2	4	-8
Cn1c(N2CCN(C(=O)NCc3ccccc3)CC2)nc2ccccc21	1	2	-1.0	-3	-5	12	i	2	0	-3
CCOC(=O)C1(S(=O)(=O)c2ccc(Cl)cc2)CCN(Cc2ccc(Cl)cc2)CC1	4	0	3.3	0	-1	-2	i	0	-1	8
Cc1cc(C(F)(F)F)nn1CC(=O)N1CCOCC1	-3	-3	-0.8	0	-2	-3	i	-3	5	0
CN(N=Nc1nc[nH]c1C(=O)NN)C1CCCCC1	0	-6	0.0	1	9	0	i	-5	5	-12
Cn1c(Cc2ccccc2)nc(=O)c2ccccc21	0	0	-1.2	-6	18	4	i	·	-1	2
Cc1cc(C(=O)C(=O)O)c(C)n1-c1ccc(Cl)c(Cl)c1	3	-3	-2.0	2	-9	2	i	-3	4	-1
C/C(=N\NC(=O)c1cccc(N/N=C(\C)c2cc(O)ccc2O)c1)c1cc(O)ccc1O	-20	14	-0.4	0	11	-1	i	-9	16	-11
O=c1[nH]c2ccccc2cc1CN(Cc1cccnc1)S(=O)(=O)c1ccc(Cl)cc1	0	1	-0.9	-2	12	-3	i	-10	1	8
CCOC(=O)NN1C(=O)c2ccccc2NC12CCCC2	0	-3	0.0	2	-4	-2	i	-8	-2	-11
Cc1ccc(S(=O)(=O)N2CCN(C(=O)CN3C(=O)NC(C)(CCC(C)C)C3=O)CC2)c(C)c1 (stereo not drawn)	1	1	-0.9	-2	-23	3	i	-7	4	7
Cc1ccc(C(CNS(=O)(=O)c2ccc(C)cc2)N2CCN(C)CC2)cc1 (stereo not drawn)	1	0	-1.7	-2	-11	-2	i	-3	-8	0
Cc1nc2c(ccc3nc(NC(=O)Cc4ccccc4)sc32)s1	-3	11	2.4	1	-6	-2	i	-9	-1	2
COc1ccccc1C(=O)Nc1ccc(OCc2nnc3c4ccccc4c(C)nn23)cc1	-10	11	26	5	10	0	i	7	8	-2
O=S1(=O)CC(N2CCN(CCO)CC2)CN1Cc1cn(Cc2ccccc2)nn1 (stereo not drawn)	·	0	-7.7	·	-5	4	·	·	2	3
S=c1[nH]nc(-c2ccn[nH]2)n1-c1ccccc1Cl	-2	2	-0.9	-1	-6	2	i	7	3	-6
COc1ccc(CNC(=O)C2CCN(S(=O)(=O)N3CC(C)CC(C)C3)CC2)cc1 (stereo not drawn)	1	6	0.8	-5	8	0	i	-6	-8	-3
COc1ccc(OCC(=O)N2N=C(C(F)F)CC2(O)C(F)F)cc1 (stereo not drawn)	5	1	-0.4	0	-2	7	i	9	-1	10
COc1ccc(OC)c(S(=O)(=O)n2nnc3cc(Cl)ccc32)c1	1	1	-1.6	-5	6	1	i	-5	7	-6
CCC(C)(C(=O)NC1CCCC1)N(C(=O)c1ccccn1)c1ccc(C)cc1 (stereo not drawn)	-1	1	-0.9	0	4	-2	i	-1	4	-5
Cc1c(Cl)cccc1-c1ccc(CNCc2ccccn2)o1	9	-3	-0.7	1	3	-9	i	-5	1	10
COc1ccc(-n2c(SCC(=O)Nc3ccc(C(=O)O)cc3)nnc2-c2cccs2)cc1	3	2	-0.6	1	2	-2	i	2	0	7
Cc1cccc(C(=O)NCCNc2nc3cc(C)c(C)cc3cc2C)c1	-1	27	1.6	1	6	-1	i	1	-4	-3
CC1(C)SC2c3ccccc3C(=O)N2[C@@H]1C(=O)NC1CC1 (stereo partly drawn)	1	2	-0.4	-2	4	-2	i	-3	-3	-6
CC1(C)CC(=O)C=C(NCCc2ccc(S(N)(=O)=O)cc2)C1	2	3	-0.3	3	6	1	i	-4	-1	0
COc1ccc(C(C)=O)c2c1OCCO2	-2	-1	-2.3	-1	-22	-1	i	-9	-1	-3
Cc1cc(N2CCCC2)ccc1NC(=O)COc1ccc(Cl)cc1	60*	-38	6.5	5	15	-11	i	-5	28	-44
O=c1[nH][nH]c(C(F)(F)F)c1C=NCc1cccs1	-2	2	-7.9	-3	-6	1	i	0	2	-2
Cc1cc(C)cc(NC(=O)N2CCC(NC(=O)c3ccco3)CC2)c1	4	7	-1.3	1	-3	3	i	1	-1	5
COc1cccc(C(=O)Nc2ccc(C)cc2)c1	1	-3	0.4	0	9	6	i	1	-2	-6
Cc1ccc([C@@H]2CC=C(C(=O)O)CN2S(=O)(=O)c2ccc(C)cc2)cc1	0	2	0.0	1	4	2	i	-5	-2	1
CCc1ccc(NC(=O)C(=O)NCC2CCCO2)cc1 (stereo not drawn)	2	2	-0.2	-2	5	1	i	2	-1	-13
CC1=NNC(=O)C1CC(=O)N/N=C(/C)c1cccc([N+](=O)[O-])c1 (stereo not drawn)	0	-5	-1.3	-4	-3	5	i	-4	-7	1

Screening results (PubChem)
